RGS4 inhibitor = Inhibitors of Regulator of G Protein Signaling (RGS) 4: qHTS; Potency, µM (titrated, usually from 114 µM), for the others: at the highest dose activity change, negative = inhibition, actives largely listed as inhibitors; Transcreener GDP fluorescence polarization, RGS4-accelerated GTP hydrolysis; Regulator of G-protein signaling 4 (Homo sapiens), P49798; 0.039% of 390,000 active; also: potency is read from the fitted curve at half-maximal effect; % is scaled to controls: 0 for no effect and ±100 for the full control effect; nearly all actives have a fitted effect of over 75% in size; some results filed as inactive show a strong effect at the top dose
Target sequence (P49798 whole entry, looked up): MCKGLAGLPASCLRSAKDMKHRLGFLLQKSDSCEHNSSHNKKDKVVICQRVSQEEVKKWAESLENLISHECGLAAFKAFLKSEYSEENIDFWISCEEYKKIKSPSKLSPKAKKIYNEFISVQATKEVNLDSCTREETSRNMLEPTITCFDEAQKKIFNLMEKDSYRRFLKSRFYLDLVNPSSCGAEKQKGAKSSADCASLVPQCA
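MLSMR compounds (23 nl, pin-transferred) preincubated 10 min at room temperature with a 500nM (2x) first reagent, then RGS4 at 900nM (2x) plus Transcreener GDP mix added; fluorescence polarization (620/688 nm) read before and after 90 min at 30 °C.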
ERG Ets-DNA blk = qHTS for Small Molecule Inhibitors of the ERG Ets/DNA interaction | fluorescence polarization, His-ERG Ets domain / labelled DNA | Potency, µM (titrated, usually from 76.9 µM), for the others: at the highest dose FP activity, negative = inhibition, hits mostly inhibitors | 0.028% of 370,000 active | Transcriptional regulator ERG (Homo sapiens), P11308; active = well fitted inhibition curve with a large enough effect in the polarisation, with a control signal flat; inconclusive = small, poorly fitted or top-dose-only effect, or effect the other way, or a change in a side signal; inactive = no such curve, though single readings can be large or run the other way; the % refers to the polarisation;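 also: polarization taken with two DNA probes labelled with fluorescein and Texas red; potency is read from the fitted curve at half-maximal effect; % of control where 0% means no effect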
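His-tagged ERG Ets domain (1 uM in the protein solution; 300mM KCl, 50mM Tris-HCl, 1mM EDTA, 1mM DTT, pH 7.5) received compound, then a probe mix of 5 nM fluorescein-DNA and 100nM Texas-615-DNA. Fluorescence polarization was read for both dyes.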
Vif-APOBEC3G blk = qHTS for Inhibitors of Vif-A3G Interactions: qHTS. DNA dC->dU-editing enzyme APOBEC-3G (Homo sapiens), Q9HC16. 0.076% of 410,000 active. Potency, µM (titrated, usually from 46.1 µM), inactives show at the top dose activity, negative = active, most hits filed as inhibitors. HeLa A3G-eYFP + Vif (tagged APOBEC3G with the HIV-1 protein that degrades it), YFP fluorescence, overnight;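 also: potency is read from the fitted curve at half-maximal effect; % is scaled to controls: 0 for no effect and ±100 for the full control effect; nearly all actives have a fitted effect of over 60% in size; hits raise eYFP signal because A3G escapes Vif-driven loss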
Target sequence (Q9HC16 whole entry, looked up): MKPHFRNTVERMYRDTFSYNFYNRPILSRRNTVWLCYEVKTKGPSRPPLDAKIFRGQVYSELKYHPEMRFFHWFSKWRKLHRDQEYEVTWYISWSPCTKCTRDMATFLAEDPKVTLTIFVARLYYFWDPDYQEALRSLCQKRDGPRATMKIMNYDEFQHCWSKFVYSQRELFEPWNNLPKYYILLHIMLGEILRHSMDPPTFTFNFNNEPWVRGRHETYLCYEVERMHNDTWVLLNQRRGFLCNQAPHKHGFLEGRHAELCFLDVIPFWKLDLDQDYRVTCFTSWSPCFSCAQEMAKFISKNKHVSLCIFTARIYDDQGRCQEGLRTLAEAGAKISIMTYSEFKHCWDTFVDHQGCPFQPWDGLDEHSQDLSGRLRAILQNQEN
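Read-out is eYFP fluorescence (Ex 488/Em 500-530) from Vif-expressing HeLa A3G-eYFP cells; more signal means A3G escaped Vif-mediated degradation. Cells plated overnight, compound pinned in, incubated overnight at 37 deg C.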
D2 antagonist = HTS Assay for Allosteric Antagonists of the Human D2 Dopamine Receptor: Primary Screen for Antagonists; D(2) dopamine receptor (Homo sapiens), P14416; HEK293 TREx D2 cells, calcium flux, dopamine EC80; inhibition, % at 10 µM; 2% of 340,000 active; in the data active = inhibition above about 30%; also: 0% is about no effect
Target sequence (P14416 whole entry, looked up): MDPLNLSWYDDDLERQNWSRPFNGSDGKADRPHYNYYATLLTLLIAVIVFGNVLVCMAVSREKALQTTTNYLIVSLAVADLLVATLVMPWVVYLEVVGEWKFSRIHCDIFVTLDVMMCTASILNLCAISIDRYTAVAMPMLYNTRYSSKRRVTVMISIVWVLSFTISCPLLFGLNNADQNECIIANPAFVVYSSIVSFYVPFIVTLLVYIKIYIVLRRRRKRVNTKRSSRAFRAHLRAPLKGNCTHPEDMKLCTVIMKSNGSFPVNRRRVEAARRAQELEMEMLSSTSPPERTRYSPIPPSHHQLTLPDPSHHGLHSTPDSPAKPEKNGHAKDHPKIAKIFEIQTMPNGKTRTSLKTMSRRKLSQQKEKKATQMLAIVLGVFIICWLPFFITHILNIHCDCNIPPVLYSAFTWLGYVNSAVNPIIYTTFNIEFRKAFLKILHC
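Overnight-induced (tetracycline, 30 C) HEK293 T-REx cells carrying force-coupled D2 receive a no-wash calcium dye, then compound, then EC80 dopamine at 180 s; signals are read kinetically throughout.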
Vif-APOBEC3F blk = qHTS for Inhibitors of Vif-A3F Interactions: qHTS; HeLa A3F-eYFP + Vif (tagged APOBEC3F with the HIV-1 protein that degrades it), YFP fluorescence increase; Potency, µM (highest dose often 46.1 µM), for the others: at the highest dose activity, negative = active; 0.2% of 390,000 active; AID 602313, 2012; also: potency is read from the fitted curve at half-maximal effect; % of control where 0% means no effect; nearly all actives have a fitted effect of over 65% in size
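Fluorescence increase (Ex 488/Em 500-530) after overnight compound treatment at 37 deg C flags inhibition of Vif-driven A3F-eYFP loss in stable HeLa A3F-eYFP/Vif cells seeded overnight beforehand.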
12-LOX inh = Primary qHTS assay for inhibitors of human arachidonate 12S-lipoxygenase (ALOX12): Round 2; purified 12hLO, xylenol orange hydroperoxide absorbance; 1.1% of 580,000 active; Polyunsaturated fatty acid lipoxygenase ALOX12 (Homo sapiens), P18054; Potency, µM (series often up to 108 µM), for the others: top-dose activity change, negative = inhibition, most hits filed as inhibitors; AID 1671190, 2021; also: potency is read from the fitted curve at half-maximal effect; % is scaled to controls: 0 for no effect and ±100 for the full control effect
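Hydroperoxide product was detected by ferrous iron/xylenol orange as the 573 to 405 nm absorbance ratio. Arachidonic acid at 40 uM (final) was turned over for 30 min at room temperature by 150 nM human 12hLO, pH 7.0 Hepes buffer, after 15 min compound preincubation.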
GRP78 ERSR act = qHTS for Inducers of the Endoplasmic Reticulum Stress Response (ERSR) in Human Glioma: qHTS | U87-MG GRP78 promoter luciferase reporter, 16 h | 0.02% of 420,000 active | Potency, µM, for inactives: at the highest dose activation, usual class: activators; also: potency is read from the fitted curve at half-maximal effect; series mostly up to about 76 µM; % of control where 0% means no effect; nearly all actives have a fitted effect of over 35% in size
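Stably transfected U87-MG human glioma cells carrying a GRP78-based luminescent sensor were seeded at 1000 cells/well, pin-dosed with compounds and incubated 16 h. Luciferase reagent was then added, and end-point luminescence was read after 10 min at room temperature.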
LDHA inh = qHTS assay for inhibitors of human lactate dehydrogenase; L-lactate dehydrogenase A chain (Homo sapiens), P00338; purified LDHA, NADH/diaphorase-resazurin fluorescence; hits give low values; activity change, % (values are at about 110 or 230 µM); 0.15% of 480,000 active; AID 1347041, 2019; in the data active = activity change below about -30%; inconclusive = mostly about -25% to -30%;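 also: plate controls were DMSO wells for no effect and wells without enzyme for full effect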
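Human LDH5 at 2 nM final in Tris HCl pH 7.4 with 0.06 mM NADH and 0.2 mM pyruvate, reacted 5 minutes at room temperature. Remaining NADH coupled via diaphorase/resazurin; resorufin fluorescence read at 0 and 20 minutes, normalized to enzyme-free and DMSO wells.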
D2 ag = HTS Assay for Allosteric Agonists of the Human D2 Dopamine Receptor: Primary Screen for Agonists | HEK293 T-REx D2 cells, calcium flux agonist mode | activation, % at 2 µM | AID 485358, 2010 | 0.53% of 340,000 active;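 active = activation over 3 SD above normal in the single-dose calcium agonist read, cut at about 30% in these data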; also: 0% is about no effect
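Calcium-flux readout, 1 cycle/sec over 180 s following compound pin transfer, in inducible HEK293 Trex D2 cells (force-coupled); dopamine controls included. Positive calcium responses during this window marked compounds as potential agonists.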
* = called active by the depositor; u = inconclusive; x = not tested or not shown; & = joins results of further samples; [ ] = another dose, or the depositor's remark. Unless noted, calls follow the shape of the dose curve; as a rule, active = well fitted curve in the direction sought with a large enough effect; inconclusive = small, poorly fitted or top-dose-only effect, or another doubt; inactive = no such curve, though single readings can be large; an effect the other way counts as inactive or inconclusive.

SMILES	RGS4 inhibitor	ERG Ets-DNA blk	Vif-APOBEC3G blk	D2 antagonist	Vif-APOBEC3F blk	12-LOX inh	GRP78 ERSR act	LDHA inh	D2 ag
Cc1[nH]n(-c2ccccc2)c(=O)c1C(=O)c1ccc(Cl)cc1	-14%	-1%	-2%	13	-7%	u	-1%	-1	-1.3
O=C(c1ccccc1Oc1ccccc1)N1CCN(c2ccccc2)CC1	u	-1%	0%	12	8%	5%	-5%	-5	11
O=C(COC(=O)c1cc(NS(=O)(=O)c2cccs2)ccc1O)Nc1ccccc1	2%[11.4 µM]	16%	-1%	4	-6%	15%	-1%	-1	0.5
COc1ccc(C(=O)NC(=S)NCC2CCCO2)cc1 (centres undefined)	-8%	-11%	-1%	-13	-8%	u	2%	-1	-0.5
O=C(c1ccco1)N1CCCN(C(=O)c2ccco2)CC1	u	-1%	-3%	13	-4%	-22%	-3%	4	0.5
C/C(=N\NC(=O)c1nc(C)cc(C)n1)c1ccccc1	-14%	5%	-1%	10	-6%	-1%	-6%	-7	1.1
COc1ccccc1CNc1nc(NCc2cnc(C)cn2)c2sccc2n1	x	x	-4%	x	x	15%	-2%	-11	x
C=CCn1c(SCC(=O)Nc2ccc(N(C)C)cc2)nnc1-c1cccc(C)c1	8%	3%	1%	-12	-2%	0%	0%	2	-1.6
CCCOc1ccccc1/C=C1\SC(N)=NC1=O	-6%	1%	2%	10	3%	14%	-4%	-5	0.0
Cc1ccc2c(c1)c1c3n2CCN(CCC(=O)O)C3CCC1 (centres undefined)	-39%	4%	0%	-7	-13%	12%	-5%	2	0.0
COc1ccc(N=C2SCC(=O)N2CCc2ccc(OC)c(OC)c2)cc1	-3%	-6%	2%	2	3%	3%	-1%	-4	-0.9
Cc1cc(C)c2c3c(sc2n1)C(=O)N(Cc1ccccc1)CC(=O)N3	-8%	3%	2%	13	-1%	u	0%	0	0.3
COC(=O)c1ccc2nc(C3CCCCC3)c(Cc3ccc(C)cc3)n2c1	x	x	-10%	x	x	u	-3%	0	x
CC(C)(C)c1cc[n+](-c2[nH]c(=O)sc2/C=N/N=C(\[O-])c2cccnc2)cc1	21%	0%	-8%	5	10%	1%	-2%	-1	-0.1
O=C(O)c1ccc(S(=O)(=O)NC2CCCc3ccccc32)cc1 (centres undefined)	-6%	10%	0%	15	6%	8%	-3%	-4	0.0
O=C(O)c1ccc2oc(=O)c(S(=O)(=O)c3ccc(F)cc3)cc2c1	8%	4%	-2%	13	7%	-3%	1%	-5	0.6
COC(=O)NC(=S)Nc1ccc(Oc2ccc(Cl)cc2)c(Cl)c1	-6%	x	-5%	2	-8%	u	-2%	-1	1.1
COC(=O)c1ccc(C2c3c(oc4ccc(C)cc4c3=O)C(=O)N2Cc2ccc3c(c2)OCO3)cc1 (centres undefined)	-14%	-7%	2%	x	4%	-29%	-6%	-12	-0.4
CCCCCCSc1ccc([C@@H]2[C@@H]3C(=O)N(C)C(=O)[C@@H]3[C@]3(C(=O)OC)CCCCN23)cc1	-12%	3%	-1%	x	u	-12%	-3%	7	x
CCN(C(=O)CN1CCN(c2cccc(C(F)(F)F)c2)CC1)c1c(N)n(Cc2ccccc2)c(=O)[nH]c1=O	-12%	-2%	1%	10	-1%	3%	-4%	-6	-0.4
Cc1ccc(S(=O)(=O)CCC(=O)Oc2ccc(-c3nnco3)cc2)cc1	-12%	7%	1%	-16	-9%	-11%	-1%	-3	-0.2
O=C(CSc1n[nH]c(-c2cccs2)n1)N1CCCc2ccccc21	-24%	8%	1%	-19	-2%	-1%	-2%	-2	0.0
CCN1/C(=C/c2ccc3ccccc3[n+]2CC)C=Cc2ccccc21	-15%	u	u	-16	13µM*	u	-12%	u	-1.3
O=C(Nc1sc2c(c1C(=O)c1ccc(Cl)cc1)CCCC2)c1cccnc1	-9%	-5%	-7%	21	-1%	u	-1%	-7	0.7
CCc1noc(-c2ccc(N(C)Cc3ccc(OC)cc3)c([N+](=O)[O-])c2)n1	-7%	1%	-11%	x	-14%	-15%	1%	0	x
COc1ccc(C)cc1NC(=O)C1CCCN(S(=O)(=O)c2cccc3nonc23)C1 (centres undefined)	13%	-3%	-7%	-14	u	-10%	-4%	-8	-2.2
CN1CCN(c2ccc([N+](=O)[O-])cc2C(=O)c2ccc(Cl)cc2)CC1	2%	-5%	u	7	-17%	u	-5%	-9	0.0
CN(C(=O)c1nn(C)c2c1CS(=O)(=O)c1ccccc1-2)c1cccc(Cl)c1	-12%[56.9 µM]	14%&-7%	3%&0%	-1	3%&0%	11%&4%	-4%&-3%	1&-12	-0.1&3.1
O=S(=O)(/N=C(/Nc1ccc(Cl)cc1Cl)c1ccccc1)c1cccs1	6%	5%	0%	-30	11%	0%	-1%	-3	0.2
COc1ccc(S(=O)(=O)NC2(C(F)(F)F)NC(=O)N(CCc3ccccc3)C2=O)cc1 (centres undefined)	8%&10%	-4%&-9%	0%&1%	-3	1%&0%	0%&-19%	-1%&-1%	0&-3	0.5&-0.2
CCOC(=O)Cn1c(=O)oc2cc(S(=O)(=O)N3CCCC(C)C3)ccc21 (centres undefined)	-16%&-11%	11%&8%	0%&6%	-7	2%&8%	5%&-1%	-5%&-5%	-3&-13	-0.5&0.2
CCOC(=O)CSc1nc(-c2ccc(C)cc2C)cc(-c2ccccc2)c1C#N	12%	5%	3%	x	1%	-12%	-2%	-12	1.6
Cc1ccc(NC(=O)CN(C)C(=O)COC(=O)c2oc3ccccc3c2C)cc1	11%	12%	-1%	9	-2%	1%	-2%	-5	-0.3
O=C1NC2(CCCCC2)C(=O)N1CCS(=O)(=O)Oc1ccccc1	-20%	-8%	-7%	x	5%	0%	-4%	-2	x
Cc1nccn1CCCN1C(=O)CNC1=S	-16%	-11%	-5%	19	4%	-4%	2%	-5	0.4
O=S(=O)(c1ccc2ccccc2c1)N1CCC(c2nc(-c3ccncc3)no2)CC1	11%	0%	4%	5	2%	-6%[57.4 µM]	-2%	0	-0.2
Cn1ccnc1-c1nc2ccccc2[nH]c1=O	-9%	x	u	0	0%	7%[57.4 µM]	-5%	6	0.2
CCCN1C(=O)N(c2cccc(C)c2)C(C)(O)CC1(C)C (centres undefined)	3%	-1%	4%	-9	6%	0%	-3%	-7	0.2
Cc1cc(C)nc(NN2C(=O)/C(=C/c3ccc(O)cc3)SC2=S)n1	-29%	u	1%	45*	-12%	u	3%	4	8.9
COc1ccc(OC)c(CN2C(=O)CCC2(C)C(=O)NC2CCCCCC2)c1 (centres undefined)	9%	9%	0%	6	2%	0%	-2%	-6	0.5
Cc1nc(-c2ccc(S(=O)(=O)Nc3ccc(Br)cc3Cl)s2)cs1	-18%	-2%	-4%	-8	-2%	u	-5%	1	-0.2
C=CCNC(=O)Nc1ccc(F)cc1F	7%	-8%	-5%	-9	-3%	12%	-1%	-5	1.0
COc1cc(C)c(C(C)C)cc1S(=O)(=O)N1CCN(C)CC1	-1%	-5%	-3%	8	4%	-13%	-5%	-2	-0.1
O=[N+]([O-])c1cccnc1NCCc1ccccc1	-5%	7%	-7%	0	-7%	-7%	8%	6	0.3
CCCC(C)C(=O)Nc1ccccc1C(=O)OCC (centres undefined)	12%	-10%	0%	10	-21%	14%	-2%	-1	-0.1
CCn1c(CNc2ccc(Cl)cc2)nnc1SCc1ccc(Cl)cc1	-1%	-3%	2%	-9	1%	-12%	-2%	0	1.5
O=C(Nc1ccc2nc(SCC(=O)N3CCc4ccccc43)sc2c1)c1ccc(Cl)cc1	-17%	-1%	-1%	x	5%	-5%	-4%	2	x
CCn1nnnc1SCC(=O)N1c2ccccc2Sc2ccccc21	-16%	1%	-5%	22	1%	u	5%	-4	0.5
COc1ccc(-c2nc(CSCC(=O)N3CCc4ccccc4C3)c(C)o2)cc1OC	-22%	12%	-2%	45*	-9%	u	-1%	5	0.4
CCOC(=O)C1CCN(C(=O)c2cn(CCOC)c(=O)c3c2c2ccccc2n3C)CC1	9%	0%	1%	-3	1%	20%	0%	-6	0.6
COC(=O)CCC(NC(=O)c1cc(-c2ccc3c(c2)OCCO3)oc1C)C(=O)OC (centres undefined)	-18%	-1%	1%	-1	x	-2%	6%	-2	-0.8
Oc1ccc(-c2csc(Nc3ncccn3)n2)cc1O	-33%	7%	u	-25	-21%	40µM*	13%	15	3.3
Cc1ccccc1-n1ccnc1SCC(=O)Nc1cccc(S(=O)(=O)NC2=NCCC2)c1	-21%	-3%	1%	x	u	-9%	1%	1	x

Some of the compounds tested. The share of hits here may be higher or lower than overall.
